High-throughput results as filed in PubChem BioAssay.
GLP-1R inv ag: qHTS of GLP-1 Receptor Inverse Agonists (Inhibition Mode). Glucagon-like peptide 1 receptor (Homo sapiens), P43220. HEK293 GLP-1R CRE-luciferase, luminescence, 24 h; GLP-1R form is constitutively active. Potency, µM (top dose mostly 38.3 µM), inactives show at the top dose activity change, negative = inhibition, hits mostly inhibitors. hit rate 1.6% among 410,000. AID 624417, 2012; further: potency means the concentration at half of the fitted maximal effect; on the % scale 0 is the no-effect control and ±100 the full control effect; nearly all actives have a fitted effect of over 55% in size
Target sequence (P43220 whole entry, looked up): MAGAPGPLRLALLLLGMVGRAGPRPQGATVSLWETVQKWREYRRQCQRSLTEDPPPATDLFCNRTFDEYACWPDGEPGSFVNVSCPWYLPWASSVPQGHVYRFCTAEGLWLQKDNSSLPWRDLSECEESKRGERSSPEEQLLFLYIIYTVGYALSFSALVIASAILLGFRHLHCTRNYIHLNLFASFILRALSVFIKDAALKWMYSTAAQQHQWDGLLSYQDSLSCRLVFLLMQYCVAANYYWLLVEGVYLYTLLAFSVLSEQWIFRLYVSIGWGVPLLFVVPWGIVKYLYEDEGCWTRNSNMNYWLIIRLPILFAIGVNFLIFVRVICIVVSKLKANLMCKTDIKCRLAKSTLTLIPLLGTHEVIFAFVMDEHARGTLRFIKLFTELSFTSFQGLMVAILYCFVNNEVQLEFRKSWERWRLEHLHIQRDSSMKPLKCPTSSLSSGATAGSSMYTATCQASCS
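Stable HEK293 clone (constitutively active GLP-1R + cAMP-response luciferase); 200 cells/uL plated, 12 h pre-culture, compound 24 hr, 37 deg C/5% CO2; detection reagent 12 min RT; luminescence.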
PTHR1 agonist: qHTS for PTHR1 Agonists: Primary Screen. HEK293 GP2 PTHR1 cells, GloSensor cAMP luminescence, 1 h. Potency, µM (series often up to 115 µM), for inactives: at the top dose activation, most hits filed as activators. hit rate 0.075% among 410,000. AID 743266, 2014; further: potency means the concentration at half of the fitted maximal effect; nearly all actives have a fitted effect of over 55% in size; some results filed as inactive show a strong effect at the top dose; inactives centre near -15; many of its hits are not listed in these tables
Target sequence (Q03431 whole entry, looked up): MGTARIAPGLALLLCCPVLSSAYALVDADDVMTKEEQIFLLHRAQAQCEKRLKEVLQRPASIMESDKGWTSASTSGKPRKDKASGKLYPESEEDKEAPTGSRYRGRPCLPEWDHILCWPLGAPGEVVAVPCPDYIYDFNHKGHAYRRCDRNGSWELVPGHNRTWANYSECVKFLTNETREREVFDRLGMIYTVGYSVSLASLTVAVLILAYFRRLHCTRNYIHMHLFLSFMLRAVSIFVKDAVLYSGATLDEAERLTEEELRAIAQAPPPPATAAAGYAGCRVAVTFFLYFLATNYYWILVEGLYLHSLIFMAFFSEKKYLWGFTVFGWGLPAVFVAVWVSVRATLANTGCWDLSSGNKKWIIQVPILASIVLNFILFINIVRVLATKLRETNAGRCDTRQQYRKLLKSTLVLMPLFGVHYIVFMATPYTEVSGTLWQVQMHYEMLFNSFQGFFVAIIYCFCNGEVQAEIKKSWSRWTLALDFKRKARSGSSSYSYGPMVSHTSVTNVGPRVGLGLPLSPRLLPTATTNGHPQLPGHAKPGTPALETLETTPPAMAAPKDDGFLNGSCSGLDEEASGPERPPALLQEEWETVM
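HEK-293-derived GP2 cells expressing PTHR1 and a GloSensor cAMP reporter, 3,000/well, plated overnight, given luciferin plus IBMX (each 0.5 mM as added) for 1 h at 37 °C, then compound for 1 h at 37 °C. Luminescence was read after 15 min at room temperature.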
aSyn yeast inh: qHTS of alpha-syn Inhibitors. Potency, µM (highest dose often 46.1 µM), for inactives: at the top dose growth rescue (activation), actives largely listed as activators. Yeast expressing alpha-synuclein, growth rescue, BacTiter-Glo, 24 h. hit rate 0.14% among 370,000; further: potency means the concentration at half of the fitted maximal effect; % of control where 0% means no effect; nearly all actives have a fitted effect of over 65% in size
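Rescue of yeast growth: cells expressing toxic alpha-synuclein, induced in galactose at OD600 0.02, incubated with compound 24 h at 30 C. ATP luminescence quantified growth; inhibitors of toxicity appear as activators.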
D3 antag: qHTS of D3 Dopamine Receptor Antagonist: qHTS | D(3) dopamine receptor (Homo sapiens), P35462 | D3R cells, DiscoveRx beta-arrestin luminescence, antagonist mode; hits give low values | max response, negative = inhibition, % | hit rate 2.5% among 360,000 | AID 652054, 2013; in the data active means max response below about -50%; inconclusive means no clear call, values can overlap the other calls; further: on the % scale 0 is the no-effect control and ±100 the full control effect; mostly tested at two doses, the higher about 12 µM
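Cells expressing the human receptor were seeded at 1500 cells/well, incubated overnight at 37 degrees C in 5% CO2, then exposed to library compounds with dopamine controls for 90 minutes at 37 degrees C before luminescent detection.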
GLP-1R agonist: qHTS of GLP-1 Receptor Agonists. HEK293 GLP-1R CRE-luciferase, luminescence, 4-6 h; cells express a hypersensitive GLP-1R form. Potency, µM (series often up to 45.6 µM), without a hit: top-dose activation, actives largely listed as activators. hit rate 0.007% among 380,000; further: potency means the concentration at half of the fitted maximal effect; % of control where 0% means no effect
FUS suppressor: qHTS for Suppressors of FUS Proteinopathy: Primary screen using FUS-linked yeast assay | AID 1347120, 2019 | S. cerevisiae FUS-expressing, growth rescue, OD600, 24 h | Potency, µM (highest dose often 76.6 µM), for inactives: at the highest dose growth rescue (activation), most hits filed as activators | hit rate 0.24% among 390,000;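 further: potency means the concentration at half of the fitted maximal effect; plate controls were DMSO vehicle for no effect and reference control for full effect; nearly all actives have a fitted effect of over 55% in size; some results filed as inactive show a strong effect at the top dose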
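S. cerevisiae expressing FUS from galactose induction served as the toxicity model. Growth after 24hr at 30C, read as absorbance at 600 nm, indicates suppression of toxicity; compounds dosed at several concentrations.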
Akt phos inh: HTS Assay for Inhibitors of Akt Phophorylation: Primary Screen | Neuro2A IGF-stimulated pAkt S473 HTRF, 20 min; hits give low values | activity change, % for hits at 50 µM | hit rate 0.32% among 360,000 | AID 651550, 2012; in the data active means activity change below about -80%; inconclusive means mostly about -51% to -80%; further: on the % scale 0 is the no-effect control and ±100 the full control effect
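Neuro2A cells (4,500/well, DMEM with 0.5% FBS) were treated with compound at a single 50 µM final concentration, stimulated with 6 nM IGF for 20 min at 37 °C, and lysed. Phospho-Akt Ser473 was read by HTRF as 665/615 ratio ×10^4.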
Abeta yeast res: qHTS for compounds that reverse cellular toxicity of Amyloid beta (A-beta) peptide in yeast: Primary Screen; hit rate 0.063% among 410,000; yeast expressing A-beta42, growth rescue, OD600, 48 h; response scale: 0% DMSO, 100% iron-clioquinol control; Potency, µM (titrated, usually from 46.1 µM), for the others: at the top dose growth rescue, usual class: activators; further: potency means the concentration at half of the fitted maximal effect; nearly all actives have a fitted effect of over 55% in size
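Yeast growth medium received pinned compounds, then yeast cells expressing toxic A-beta were added; plates incubated at 30 C for 48 hr. Growth read as absorbance at 600 nm, normalized to DMSO and equimolar FeCl3 plus clioquinol controls.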
TDP-43 yeast inh: qHTS of TDP-43 Inhibitors; TDP-43 expressing yeast growth rescue, BacTiter-Glo, 24 h; Potency, µM (titrated, usually from 46.1 µM), for inactives: at the highest dose growth rescue (activation), actives largely listed as activators; hit rate 1.8% among 410,000; AID 652104, 2013; further: potency means the concentration at half of the fitted maximal effect; % of control where 0% means no effect; nearly all actives have a fitted effect of over 50% in size
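Yeast expressing TDP-43 (pregrown in raffinose, seeded at OD600=0.02 in galactose medium) exposed to compounds 24 hr at 30 deg C. Growth read by BacTiter-Glo luminescence; rescue of toxicity appears as increased signal.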
The depositor's hits bear a star; i = inactive; u = inconclusive; x = no result given; & = joins results of further samples; [ ] = remark or other dose. Unless noted, the call rests on the fitted dose curve; in most records, active means well fitted curve in the direction sought with a large enough effect; inconclusive means small, poorly fitted or top-dose-only effect, or another doubt; inactive means no such curve, though single readings can be large; an effect the other way counts as inactive or inconclusive. Only part of the results is shown; count on the stated rates, not on these rows.

Order of values – FUS suppressor, GLP-1R inv ag, Akt phos inh, TDP-43 yeast inh, D3 antag, Abeta yeast res, PTHR1 agonist, aSyn yeast inh, GLP-1R agonist
> CC(C)CC(=O)c1c[nH]c(C(=O)NCc2cccnc2)c1
    -1%, 4%, i, -24%, 0, 0%, i, 0%, 0%
> COc1ccc(Cc2c(-c3ccco3)nc3c(C)cc(Br)cn23)c(C)c1
    14%, -23%, i, 2%, 19, -4%, -18%, 2%, -6%
> CN1CCN(C(=O)c2ccccc2NC(=O)CCN2C(=O)c3ccccc3C2=O)CC1
    6%, 30%, i, 3%, 9, 1%, i, 1%, -8%
> O=C(COc1ccc(Cl)cc1)N1CCN(C(=O)c2cccc(F)c2)CC1
    8%, 0%, i, 3%, 13, 7%, -13%[57.5 µM], 4%, 8%
> S=C(Nc1ccc(Cl)cc1)N(CCCN1CCOCC1)Cc1cccs1
    8%, -10%[7.66 µM], i, 5%, -21, 4%, i, -4%, 0%
> COc1ccc(NC(=S)Nc2cccc3ccccc23)cc1OC
    49%, 36%[activator], i, u, -20, u, -7%, 8%, 25%
> O=C(NCc1ccccc1)C(c1ccc(F)cc1)N(C(=O)c1csnn1)C1CC1 (stereo unspecified)
    13%, u, i, -4%, -8, 10%, i, 1%, 3%
> COc1ccc(NC(=O)c2sc3nc(C)nc(N4CCOCC4)c3c2C)c(OC)c1
    -4%, 1%, i, 2%, 12, -14%, -53%[inhibitor], 3%, 11%
> COC(=O)C1=C(C)NC(=O)/C1=C\c1ccc2c(c1)OCO2
    19%, -8%, i, 20%, -13, -16%, i, -3%, -6%
> Cc1cc(C(=O)Nc2sc(C)c(-c3ccc(F)cc3)c2C(N)=O)no1
    31%, 8%, x, -7%, -24, 7%, -8%[57.5 µM], -9%, -19%
> O=C(Nc1ccc(F)cc1)C(c1cccc(F)c1)N1CCN(CC(=O)N2CCCC2)CC1 (stereo unspecified)
    -12%, 6%, i, 19%, 7, 2%, i, -1%, x
> NC(=O)CC(NC(=O)c1ccccc1)c1ccc(NCCc2ccc(F)cc2)c([N+](=O)[O-])c1 (stereo unspecified)
    -7%, u, i, 14%, -18, 9%, -22%, 2%, -2%
> COc1ccccc1NS(=O)(=O)c1ccc(C(=O)N2CCCC(C)C2)cc1 (stereo unspecified)
    9%, 5%, i, 7%, 7, -2%, -11%, 5%, -3%
> C#CCOCCOCCOCCNc1nc(N2CCN(C(=O)CCCCCCCCCCNC(=O)Cn3cc(CCCCCN)nn3)CC2)nc(N2CCN(C(=O)CCCCCCCCCCNC(=O)[C@H](CO)n3cc(CCCCCN)nn3)CC2)n1
    u, 5%, i, 22%, -2, 16%, -9%, -21%, 10%
> CCOC(=O)Cc1csc(NC(=O)CSc2nnc(C3CC3)n2C)n1
    2%, 14%, i, 2%, -50*, 9%, i, 2%, 5%
> Cc1nc(C)n(C(C)CC(=O)O)n1 (stereo unspecified)
    -4%, 8%, i, -2%, -4, 20%, i, -2%, 1%
> CC(C)C[C@H]1COCCS(=O)(=O)N1Cc1ccc(Cl)c(Cl)c1
    24%, u, i, u, -23, -11%, -21%, u, -3%
> COc1ccc(-c2noc(N3CCC(C(=O)Nc4ccc(C)c(F)c4)CC3)n2)cc1OC
    8%, -20%, x, 14%, x, -11%, i, x, x
> COc1ccc(N2CC(C(=O)Nc3nccs3)CC2=O)cc1 (stereo unspecified)
    -4%, 0%, i, 7%, -8, 10%, i, -17%, -10%
> CCCN(CCC)C(=O)c1cn(C)c2ccc(S(=O)(=O)N3CCCC3)cc2c1=O
    -15%, -11%, x, 6%, 17, -2%, i, 2%, -1%
> O=C(COC(=O)c1ccc([N+](=O)[O-])o1)Nc1ncc(Cl)cc1Cl
    x, -1%, i, -67%[inhibitor], 5, -68%[inhibitor], i, -13%, 2%
> COCCNC(=O)c1ccc(-n2c(SCc3ccncc3)nc3ccccc3c2=O)cc1
    12%, 2%, i, 12%[9.22 µM], -17, -5%, i, 1%, 9%
> Cc1ccccc1CNC(=O)C1CCC(=O)N(C2CCCCCC2)C1 (stereo unspecified)
    27%, 17%, i, -14%, 1, -1%, i, 0%, -1%
> Nc1ccccc1C(=O)NC1CCCCNC1=O (stereo unspecified)
    -17%, 33%[activator], i, 0%, 6, -1%, i, 2%, -3%
> COc1ccc(N(C(=O)CCl)C(C(=O)NCCc2ccccc2)c2cccs2)cc1 (stereo unspecified)
    x, u, i, 9%, 1, -8%, -33%[inhibitor], 14%, -37%
> O=C(CN1CCCC1)OCCCc1ccccc1
    1%, 15%, i, 7%, 0, -2%, i, -4%, 7%
> CCOC(=O)CNC(=O)Nc1nnc(-c2ccc(OCC)cc2)o1
    8%, 7%, i, 14%, -20, 5%, -9%[57.5 µM], -1%, -10%
> Cc1ccc(OCC(=O)OCC(=O)c2cccc([N+](=O)[O-])c2)cc1C
    7%, 2%, i, -23%, -14, -2%, i, 1%, -3%
> C=Cn1cc[n+](CC(=O)c2ccc(Cl)c(Cl)c2)c1
    17%, 5%, i, 13%, -13, -4%, -22%, 0%, -4%
> COc1cc(/C=N/NC(=O)[C@H](Cc2c[nH]c3ccccc23)NC(=O)OCC(C)C)cc([N+](=O)[O-])c1O
    u, 29%, i, 6%, -13, 0%, i, -5%, -3%
> Cc1ccc(S(=O)(=O)NCCC(=O)NCC(c2ccco2)N2CCCCC2)cc1C (stereo unspecified)
    -18%, u, i, -14%, -20, -9%, -15%, 5%, 7%
> Cc1cc(NC(=O)CCN2CCN(C/C=C/c3ccccc3)CC2)ccc1Br
    24%, u, i, 0%, -17, -7%, -87%[inhibitor], -14%, -1%
> COc1cccc2c1Oc1ncccc1N(C(=O)CCC(=O)NCc1ccc(OC(C)C)cc1)C2
    40%, -4%, x, 20%, x, -30%, -4%, x, x
> CCc1nnc(NS(=O)(=O)c2ccc(NCc3cc(Cl)cc(Cl)c3O)cc2)s1
    42%, 19%, i, -13%, -29, 15%, -15%, -4%, 14%
> CCOC(=O)c1sc(NC(=O)c2ccccc2OCC)nc1C
    -1%, 0%[7.66 µM], i, u, 18, 2%, -11%, 9%, 3%
> O=C(NNC(=O)C1CCN(Cc2ccccc2)CC1)c1cccs1
    -1%, 14%, i, 11%, 11, -1%, i, 2%, 3%
> CCN1CCSc2ccc(C(=O)NCc3ccccc3Br)cc21
    -11%&-2%, 10µM*, i, 19%&25%, 8, 10%&-8%, -32%&19%[inhibitor], -8%, 1%
> N#CC1=C(N)Nc2nc3ccccc3n2C1c1ccc(F)cc1 (stereo unspecified)
    -16%, -10%, i, 1%, 2, 12%, -1%, 6%, 10%
> CCCn1nc2cc(C(=O)NCCc3ccc(C)cc3)ccc2c1OCC
    11%, u, i, 5%, -16, 8%, i, 1%, 5%
> CCOC(=O)c1ccc(NC(=O)c2nc[nH]c2C(=O)N[C@H](C)c2ccccc2)cc1
    u, u, i, u, 46, 8%, i, -18%, 4%
> CN(C)Cc1c(O)c(Cl)cc2c3c(c(=O)oc12)CCCC3
    44%, -7%, i, -1%, -14, -90%[inhibitor], i, -8%, 8%
> Cc1cccc(N2CCN(C(=S)NCc3ccco3)CC2)c1C
    33%, u, i, u, u, 17%, -29%, -8%, 14%
> COc1ccc(OC(=O)c2ccc(Cl)cc2)c(C(C)=O)c1
    4%, -6%, i, -5%, -16, -2%, -24%, 10%, 1%
> O=C(O)C1=C[C@H](c2ccc(Br)cc2)C[C@H](OCc2ccc(CO)cc2)O1
    -3%, 5%, i, -5%, -17, -5%, 17%, -2%, -5%
> COC(=O)c1cc(OC)ccc1-c1ccc(OC)cc1
    19%, -30%, i, -2%, -9, -22%, i, -11%, -2%
> O=C(CSc1nc(-c2ccccc2)c(-c2ccccc2)[nH]1)NCCN1C(=O)CSC1=O
    38%, u, i, -1%, -6, 5%, -14%[57.5 µM], 0%, 10%
> N=c1c(C(=O)NCC2CCCO2)cc2c(=O)n3ccccc3nc2n1Cc1ccccc1 (stereo unspecified)
    9%, 71%[activator], i, 3%, -3, 5%, i, -3%, 9%
> O=C(CSc1nnc(Nc2ccccc2)s1)NC1CCCC1
    x, -26%, i, -3%, 21, -4%, -25%, -9%, -2%
> CC(CCc1ccccc1)NC(=O)CCCn1ncn2c(cc3occc32)c1=O (stereo unspecified)
    19%, u, i, 22%, 6, 8%, i, 7%, -3%
> OCCNCCO
    -16%, -1%, i, 13%, 10, 3%, -21%, -9%, 1%
> COCCNC(=O)C1(C)CCN(C(=O)c2nc(C)oc2C)C1 (stereo unspecified)
    -32%, 27%, i, 11%, 0, -9%, -14%, -7%, -8%
> COc1cccc(CC2(CO)CCCN(Cc3ccc(OC)c(C)c3OC)C2)c1 (stereo unspecified)
    4%, u, i, -7%, u, -8%, -21%, -7%, 9%
> CCOC(=O)c1c(NC(=O)c2cccnc2)sc(C)c1C
    -17%, 3%, i, -10%, 6, -19%, i, u, 1%

Ordered by length of the SMILES (rising): some entries from above
Order of values – FUS suppressor, GLP-1R inv ag, Akt phos inh, TDP-43 yeast inh, D3 antag, Abeta yeast res, PTHR1 agonist, aSyn yeast inh, GLP-1R agonist
> Cc1cccc(N2CCN(C(=S)NCc3ccco3)CC2)c1C
    33%, u, i, u, u, 17%, -29%, -8%, 14%
> COc1ccc(OC(=O)c2ccc(Cl)cc2)c(C(C)=O)c1
    4%, -6%, i, -5%, -16, -2%, -24%, 10%, 1%
> COc1ccc(N(C(=O)CCl)C(C(=O)NCCc2ccccc2)c2cccs2)cc1 (stereo unspecified)
    x, u, i, 9%, 1, -8%, -33%[inhibitor], 14%, -37%
